High-throughput results as filed in PubChem.
FN deposition inh: fibronectin deposition inhibition. hit rate 0.086% among 350,000. AH1F fibroblasts, Alexa488-fibronectin deposition fluorescence, overnight. inhibition, % at 12.6 µM;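 active means mean inhibition across replicates of 30% or more, regardless of how many single replicates reach that level; inconclusive means mean under 30% yet at least half of replicates reach 30%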;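 further: positive control wells lacked labelled fibronectin entirely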
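Assay system: AH1F fibroblasts / Quantity: 10000 cells per well / Medium: DMEM plus 2% serum, read in PBS / Reagent: labelled fibronectin 24 nM / Dosing: single dose, pinned / Times: 1 h cell attachment, overnight exposure to compound and label / Signal: fluorescence, ex 485 nm, em 525 nm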
RAD52 inh: inhibitors of human RAD52 DNA annealing; P43351; recombinant RAD52 DNA annealing, FRET fluorescence; inhibition, % at 18.7 µM; hit rate 0.46% among 360,000; AID 651710;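 active means every replicate showing at least 50% inhibition; inconclusive means mean inhibition at least 50% but not in every replicate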
RAD54 inh: RAD54 (human) branch migration inhibition; RAD54 Holliday junction branch migration, FAM/BHQ fluorescence; hit rate 0.14% among 360,000; inhibition, % at 10.4 µM; Q92698;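 active means mean normalized replicate activity at least 40 and at least half of replicates scoring 40 or more; inconclusive means only one of the two criteria met; inactive means mean below 40 and under half of replicates reaching 40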;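 further: 0% = median of neutral control wells and 100% = median of positive control wells; inhibitors cause a drop in the FAM fluorescence signal; in these data hits start at about 50%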
XiGFP reactiv: activators of X-chromosome reactivation in mouse fibroblasts | XiGFP mouse fibroblasts, % GFP-positive cells imaging, 3 d; cells co-treated with 5-aza-dC sensitizer; scaled so ellipticine positive control = 100% | activation, % at 7.58 µM | hit rate 0.055% among 360,000 | AID 743238;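 active means mean normalized replicate activation at least 10% and every replicate at or above 10%; inconclusive means only one of the two criteria met; inactive means mean below 10% and not all replicates reach 10%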;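 further: 0% = median of on-plate neutral control wells and 100% = ellipticine 6 µM median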
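System: XiGFP fibroblasts, SV40-immortalized. Medium: DMEM plus 5-aza-dC sensitizer. Doses: single point. Timing: 3 d treatment, 15 min room-temperature fixation. Control set: ellipticine 6 µM.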
EWS-Fli block: inhibitors of EWS/Fli oncoprotein transcriptional activity; AID 651661; inhibition, % at 12.6 µM; hit rate 0.67% among 350,000; A673 NR0B1-luciferase reporter, viability-normalised;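 active means mean inhibition of at least 50% after viability correction, with every replicate also passing that limit; inconclusive means mean reaches 50% but only one of two replicates passes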;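 further: firefly luciferase signal divided by Alamar Blue viability fluorescence both relative to DMSO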
E-sel inducer: E-selectin induction on HUVECs. HUVEC E-selectin immunofluorescence imaging; normalized: neutral wells 0, TNF-alpha wells 100. activation, % at 7.58 µM. hit rate 0.37% among 260,000;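 active means mean E-selectin-positive cell signal at least 10% of the positive control, reached in at least 60% of replicates, without over 20% cell loss; inconclusive means no rule given, readout overlaps actives, possibly toxicity-flagged; inactive means the rest, including those meeting only one limit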;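 further: in these data hits start at about 27%; measured in HUVEC primary endothelial cells; signal is the percent of cells scored E-selectin positive by PE staining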
Target sequence (P16581 whole entry, looked up): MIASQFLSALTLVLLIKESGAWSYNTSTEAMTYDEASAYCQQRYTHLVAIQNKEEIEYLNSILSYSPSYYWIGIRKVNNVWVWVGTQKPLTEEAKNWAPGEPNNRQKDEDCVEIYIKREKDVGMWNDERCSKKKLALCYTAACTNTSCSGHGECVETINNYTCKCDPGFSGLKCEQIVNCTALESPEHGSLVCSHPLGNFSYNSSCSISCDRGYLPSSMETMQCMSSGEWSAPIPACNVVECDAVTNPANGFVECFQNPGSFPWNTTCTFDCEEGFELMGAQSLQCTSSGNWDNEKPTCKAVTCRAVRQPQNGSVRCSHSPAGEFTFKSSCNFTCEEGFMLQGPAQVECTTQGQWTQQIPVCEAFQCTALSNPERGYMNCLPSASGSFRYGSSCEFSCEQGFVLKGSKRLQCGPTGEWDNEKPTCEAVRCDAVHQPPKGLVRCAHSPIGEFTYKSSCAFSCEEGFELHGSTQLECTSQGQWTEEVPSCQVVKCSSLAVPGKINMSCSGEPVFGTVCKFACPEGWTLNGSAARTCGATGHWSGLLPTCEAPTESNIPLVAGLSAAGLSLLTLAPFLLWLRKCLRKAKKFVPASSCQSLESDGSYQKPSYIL
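material = human umbilical vein endothelial cells (HUVEC), E-selectin induction | quantity = 3,000 cells/well | medium = EGM-2 growth medium on 0.1% gelatin-coated wells | technique = immunofluorescence imaging | read-out basis = % PE-positive cells | control set = TNF-alpha positive control, DMSO neutral control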
S100A4 inh HTS: S100A4-myosin IIA interaction inhibition. P26447. S100A4/TAMRA-MyoIIA peptide fluorescence polarization. inhibition, % at 10.7 µM. hit rate 0.14% among 360,000. AID 652163;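 active means mean inhibition of at least 70% across replicates, with every replicate also reaching that level; inconclusive means mean inhibition reaches 70% but some replicates fall short; inactive means mean inhibition below 70%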
Target sequence (P26447 whole entry, looked up): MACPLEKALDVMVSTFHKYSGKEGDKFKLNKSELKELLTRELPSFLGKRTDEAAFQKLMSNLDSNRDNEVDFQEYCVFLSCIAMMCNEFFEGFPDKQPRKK
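Compound dosing: one dose per compound; test system: human S100A4 monomer with TAMRA-labelled myosin IIA peptide; probe or stimulus: TAMRA-labelled myosin IIA heavy-chain peptide probe, 5 nM; medium: HEPES buffer with Ca2+, pH 7.2; schedule: 5 min incubation before reading; benchmarks: neutral control DMSO, positive control TFP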
esBAF inh: inhibitors of esBAF chromatin remodeling in mouse ES cells; hit rate 2% among 350,000; AID 602393; reporter increase, % at 12.5 µM; Bmi1-luciferase knock-in reporter, 24 h; 100% = twice the neutral-well signal; in the data active means activation above about 40%; inconclusive means no clear call, values can overlap the other calls;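 further: 0% = median of the plate's neutral control wells and 100% = double that signal; a rise in the Bmi1 reporter signal indicates esBAF inhibition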
* hit, by the source's call; ? = inconclusive; / = not tested or not shown.

SMILES	FN deposition inh	RAD52 inh	RAD54 inh	XiGFP reactiv	EWS-Fli block	E-sel inducer	S100A4 inh HTS	esBAF inh
CN(C)C(=O)C[C@@H]1CC[C@@H]2[C@H](COc3ccc(NC(=O)C4CC4)cc3C(=O)N2C)O1	-19	-4	11	0.3	1	0.4	-19	-4
CNC[C@@H]1Oc2ccc(NC(=O)CCC(F)(F)F)cc2C(=O)N([C@H](C)CO)C[C@H]1C	-26	21	6	0.2	6	-0.1	-29	-1
COc1ccc(/C(N)=N/OC(=O)c2ccco2)cc1OC	-6	-18	/	0.2	-106	/	3	/
CCCCNC(=O)C1CCC(CNc2nc(=S)[nH]c3ccccc23)CC1 (configuration not stated)	-5	-16	-1	0.0	11	?	0	-3
CC(C)CCNC(=O)c1cn(CC(C)C)c(=O)c2c1c1ccccc1n2C	4	-12	0	0.1	-1	2.2	-1	-8
CSc1ccccc1NC(=O)CN(C)C(=O)COc1cccc2cccnc12	1	1	-10	-0.1	-34	0.4	2	-8
CCOC(=O)Cn1c(=O)oc2cc(S(=O)(=O)NCc3cccs3)ccc21	27	-9	-7	0.0	3	/	-3	-63
CC(=O)Nc1ccc(S(=O)(=O)NCc2nc(-c3cccc(C)c3)no2)cc1	0	-52	-31	0.0	/	0.2	-12	-6
CO[C@H]1CN(C)C(=O)c2cc(NC(=O)Nc3cccc(F)c3)ccc2OC[C@H](C)N(C(C)=O)C[C@H]1C	-8	-8	3	0.0	5	-0.1	-3	-3
CN(Cc1ccccc1)C(=O)COC(=O)COc1ccc(Cl)cc1	-6	-7	/	0.0	10	5.2	-4	/
Cc1ccc(N=C(N)N=C(N)N)cc1	-3	-7	-3	0.0	-2	/	-1	/
COc1ccc2c3c(n(C)c2c1)[C@H](CO)N(C(=O)Cc1ccccc1)CC31CN(C(C)=O)C1	/	3	/	0.2	6	-0.1	1	/
C[C@H](NC(=O)C[C@H]1CC[C@@H]2[C@@H](COc3ccc(NS(=O)(=O)c4ccc(Cl)cc4)cc3C(=O)N2C)O1)c1ccccc1	-3	1	-7	0.0	7	0.0	1	5
O=C(NCCN1CCOCC1)c1ccc(/C=C2\Sc3ccccc3N(Cc3ccc(F)cc3)C2=O)cc1	25	-15	19	0.2	5	/	-7	-1
NC(=O)CCn1c(C(=O)c2cc(Cl)c(N)c(Cl)c2)c2ccccc2[n+]1[O-]	7	-31	-7	0.0	14	0.1	-3	5
O=C(O)c1ccc(/C=N/NC(=O)c2cc(-c3cccs3)nc3ccccc23)cc1	-7	-5	/	-0.2	4	-2.9	2	/
COc1ccc(OC)c(S(=O)(=O)N/N=C\c2cn(CC(N)=O)c3ccccc23)c1	/	-9	1	-0.1	/	8.7	-2	5
COc1ccc(C(=O)OCC(=O)c2ccc3c(c2)NC(=O)CO3)cc1[N+](=O)[O-]	3	-9	1	0.0	4	-0.3	2	-8
COc1cc([C@@H]2CC=C(C(=O)O)CN2S(=O)(=O)c2ccc(C)cc2)cc(OC)c1OC	5	-5	-2	-0.2	2	0.0	-3	-4
C[C@@H]1CCCCO[C@@H](CN(C)S(C)(=O)=O)[C@@H](C)CN([C@@H](C)CO)C(=O)c2cc(NC(=O)CCCN(C)C)ccc2O1	/	-7	7	0.1	-4	0.3	-18	-2
O=C(Nc1nnc([C@@H]2C[C@H](O)[C@@H](CO)O2)s1)c1cccs1	1	-4	-14	0.0	-5	0.3	1	9
O=C(CCc1ccccc1)OCCOC(=O)CCc1ccccc1	-10	-8	1	-0.1	-8	0.2	-1	-1
Cc1ccc(NC(=O)Cc2nnc(SCC(=O)NC3CCCC3)n2C)cc1	0	-10	-1	0.2	-1	-0.1	-6	-1
COc1ccc(S(=O)(=O)Oc2c(OC)cc(C(=S)N3CCOCC3)cc2OC)cc1	6	4	-6	0.1	5	-0.1	-1	-8
C[C@@H]1CN([C@@H](C)CO)C(=O)c2cccc(NC(=O)NC3CCCCC3)c2O[C@@H]1CN(C)C(=O)Nc1ccccc1	/	5	4	0.1	-7	/	-9	3
O=[N+]([O-])c1c(Nc2ccc(O)cc2)cc(Cl)c2nonc12	54*	29	19	1.4	61*	-0.2	10	-1
C[C@@H]1CN([C@@H](C)CO)C(=O)c2cc(NS(=O)(=O)c3cccs3)ccc2O[C@H]1CN(C)Cc1ccccc1	/	9	-1	-0.1	1	-0.2	-6	-1
O=C(COC(=O)c1ccccc1NCCO)Nc1cc(C(F)(F)F)ccc1N1CCOCC1	/	5	-5	-0.1	/	-1.1	-9	/
CCCS(=O)(=O)NC(=O)C1(C)CCCN(C(=O)COc2ccc(Cl)cc2Cl)C1 (configuration not stated)	0	-5	-16	0.2	11	-0.4	-6	2
CCc1cc(CNC(=O)C2CCC(=O)N(Cc3ccccc3F)C2)on1 (configuration not stated)	-5	-39	-15	-0.1	-8	-0.2	-4	0
COc1ccc(-c2csc(NC(=O)C3COc4ccccc4O3)n2)cc1OC (configuration not stated)	9	-3	8	0.0	-6	0.1	-1	-2
O=C(NC(=S)N1CCCCCC1)c1ccccc1Cl	-4	-10	/	0.1	6	/	-3	/
O=C(NC1CCCC1)C(c1ccccn1)N(C(=O)c1csnn1)c1ccc(F)cc1 (configuration not stated)	-7	-15	5	0.0	-4	0.9	0	1
O=[N+]([O-])c1ccc(/C=N\N2CCN(Cc3ccccc3Cl)CC2)cc1	-8	-55	-6	0.1	0	-0.1	-2	-3
CCN=C1S/C(=C/c2ccc(-c3ccc(F)cc3)o2)C(=O)N1CC	0	-12	-2	0.4	-6	-0.2	-6	5
O=C(C1CCCCC1)N1CCC2CC1c1cc(N3CCCCC3)ccc12 (configuration not stated)	0	-107	-11	0.0	-1	/	-26	13
CCC(=O)N1CCC1(C)C(=O)NCc1ccccc1SC (configuration not stated)	-2	-9	5	-0.1	-2	0.0	8	-3
C[C@@H]1CN([C@@H](C)CO)C(=O)c2cc(C3=CCCC3)cnc2O[C@@H]1CN(C)Cc1ccccc1F	/	-10	3	/	4	/	1	-3
Cc1ccccc1C(=O)Nc1ccnn1C1CCN(Cc2ccc(CO)o2)CC1	3	-15	7	0.0	/	0.1	-4	0
O=C(NCC[C@@H]1CC[C@@H](NC(=O)C2CCCC2)[C@H](CO)O1)Nc1ccc(Cl)cc1	-7	23	17	0.2	-60	0.0	1	22
COc1ccc(-c2n[nH]c(=S)n2Cc2ccccc2)cc1	-2	-4	-4	0.1	6	0.3	2	-3
CCN1CCN(CCNC(=O)Cn2c(=O)c3cccn3c3ccc(F)cc32)CC1	1	16	11	0.1	/	3.6	0	0
COc1ccc(NC(=O)Nc2ccc3c(c2)C(=O)N([C@H](C)CO)C[C@@H](C)[C@H](CN(C)C(=O)Nc2ccc4c(c2)OCO4)OCCCC[C@@H](C)O3)cc1	/	-3	-10	0.3	9	0.3	4	8
Cn1cc(/C=N/Nc2ccccc2)c2ccccc21	-3	3	/	0.0	27	/	-4	/
CC(C)NC(=O)N1C[C@@H]2[C@H](c3ccccc31)[C@@H](CO)N2C(=O)c1ccccc1F	/	0	-5	0.1	2	0.7	10	-2
Cc1ccc(CNC(=O)CN(c2ccc(C)cc2)S(=O)(=O)c2c(C)n[nH]c2C)cc1	10	14	-1	0.0	1	/	8	0
CC(C)c1ccc(C2c3[nH]c4ccccc4c3C[C@H]3C(=O)N(c4ccccc4C(=O)N4CCC[C@H]4C(=O)O)C(=O)N23)cc1 (some centres not stated)	/	-28	9	/	-27	/	-6	-4
CCO[C@H]1OC(C(=O)NCc2ccccc2)=C[C@@H](C2CC2)[C@@H]1CCCO	2	-6	4	-0.1	-3	0.7	-1	0
CCC(=O)N1CCN(c2ccc(Cl)cc2NC(=O)c2ccc([N+](=O)[O-])o2)CC1	/	-11	2	0.3	27	-0.5	-5	-9
O=C(O)c1ccc(-n2ncc3c2/C(=C\c2cccc([N+](=O)[O-])c2)CC3)cc1	-17	-7	0	0.0	-9	0.9	-5	92*
COc1ccc(-c2cc(CC3(C(=O)O)CCN(C(=O)OC(C)(C)C)CC3)on2)c(OC)c1	9	-29	-5	0.0	-12	0.8	3	1
C[C@H]1CN([C@@H](C)CO)C(=O)c2cccc(NC(=O)Nc3ccc(C(F)(F)F)cc3)c2O[C@@H]1CN(C)C	/	0	-2	0.3	-44	/	-42	36
CCN(CC)c1ccc(/C=N/NC(=O)c2ccc3c(c2)OCCO3)cc1	13	-12	6	0.0	-24	0.3	-5	/
CC(=O)NCC1COc2ccccc2O1 (configuration not stated)	-4	-9	-5	0.6	0	/	-2	-3
COc1ccc(/C(N)=N/OC(=O)Cc2ccccc2)cc1	-15	-8	/	0.2	-76	0.9	1	/
Fc1ccc2cc(-c3ccsc3)ncc2c1	2	-12	9	0.0	-165	0.1	13	60*
CO[C@@H]1CN(C)C(=O)c2cc(NC(=O)c3ccc(Oc4ccccc4)cc3)ccc2OC[C@@H](C)N(C(C)=O)C[C@H]1C	-10	-2	-1	0.6	11	0.5	22	5
COc1ccc(C(=O)Nc2cccc(S(=O)(=O)NC3=NCCC3)c2)cc1OC	2	-6	/	0.6	-3	-0.2	4	0
O=S(=O)(Nc1ccc(-c2cnco2)cc1)c1ccccc1	-4	-2	/	0.0	6	7.0	-7	/
C[C@@H]1CCCCO[C@@H](CN(C)Cc2ccc(C(=O)O)cc2)[C@H](C)CN([C@@H](C)CO)C(=O)c2cc(NC(=O)c3ccccc3)ccc2O1	-4	4	5	0.6	-1	-0.1	35	-4
CC(Oc1cc2oc(=O)c3c(c2cc1Cl)CCCC3)C(=O)NCCN1CCOCC1 (configuration not stated)	10	-11	7	0.0	/	/	-1	-1
Nc1nc2n(n1)C(c1ccccc1)CC(c1ccc(F)cc1)N2 (configuration not stated)	5	-1	3	0.2	-1	12	2	-3
COc1ccc(NC(=O)Nc2ccc3c(c2)CC(=O)N([C@H](C)CO)C[C@H](C)[C@@H](CN(C)C)O3)cc1	-3	9	5	-0.7	-10	-2.6	7	-3

Record cards, from the list above. Order of values: FN deposition inh | RAD52 inh | RAD54 inh | XiGFP reactiv | EWS-Fli block | E-sel inducer | S100A4 inh HTS | esBAF inh
CC(=O)NCC1COc2ccccc2O1 (configuration not stated) reads -4 | -9 | -5 | 0.6 | 0 | / | -2 | -3
CC(C)NC(=O)N1C[C@@H]2[C@H](c3ccccc31)[C@@H](CO)N2C(=O)c1ccccc1F reads / | 0 | -5 | 0.1 | 2 | 0.7 | 10 | -2
